Chronic BCR inh – inhibitors of chronic active B-cell receptor signaling; Potency, µM (doses to about 46.1 µM), without a hit: top-dose ratio change, negative = lower green/red ratio, most hits filed as inhibitors; AID 493014; 340,000 tested, 0.05% active; ABC-DLBCL IkBa-CBG/CBR reporter, luminescence ratio, 4 h; active means well fitted inhibition curve with a large enough effect in the signal ratio, with a control signal flat, not every such curve was filed as active; inconclusive means small, poorly fitted or top-dose-only effect, or effect the other way, or a change in a side signal; the % refers to the signal ratio;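 further: potency means the concentration at half of the fitted maximal effect; plate controls were basal doxycycline-induced cells for no effect and cells given 10 µM MG132 for full effect; MG132 reads +100%, hits lower the ratio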
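TMD8 ABC-DLBCL cells carrying doxycycline-inducible green luciferase fused to IkappaBalpha plus unfused red luciferase were exposed to compounds (up to 46 uM) for 4 hrs at 37C. Activity came from the overlap-corrected green/red luminescence ratio.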
Tb PFK block – inhibitors of T. brucei phosphofructokinase. O15648. AID 485367. Potency, µM (series often up to 57.5 µM), for inactives: at the top dose activity, negative = inhibition, usual class: inhibitors. 330,000 tested, 0.17% active. T. brucei PFK, ADP-Glo luminescence;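 further: potency means the concentration at half of the fitted maximal effect; 0% = uninhibited 1x PFK enzyme wells and -100% = no-enzyme wells; nearly all actives have a fitted effect of over 60% in size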
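Activity is normalized to no-enzyme wells (full inhibition) and 1.25 nM enzyme wells (no inhibition). Reaction: 0.5 mM F6P, 0.1 mM ATP, 45 min RT, ADP-Glo luminescence; concentration-response curves fitted and classed by quality.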
Giardia kill – Giardia lamblia killing. 340,000 tested, 0.15% active. Giardia lamblia trophozoite viability. activity change, % at 7.66 µM, hits read low; in the data active means activity change below about -80%; inconclusive means between about -30% and that limit;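 further: parasites exposed to compound for two days anaerobically before the ATP read; on the % scale 0 is the no-effect control and ±100 the full control effect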
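Killing of trophozoites was scored by loss of ATP luminescence after a 48 hrs anaerobic exposure to compounds at 37 deg C, using 100 cells per well.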
ASM inhibitor – blocks human secretory acid sphingomyelinase; P17405; placental ASM, HMU-PC fluorogenic substrate, 60 min; Potency, µM (highest dose often 57.5 µM), for inactives: at the highest dose activity change, negative = inhibition, actives largely listed as inhibitors; 340,000 tested, 0.006% active; AID 504937; further: potency means the concentration at half of the fitted maximal effect
Target sequence (P17405 47-631 limits assumed): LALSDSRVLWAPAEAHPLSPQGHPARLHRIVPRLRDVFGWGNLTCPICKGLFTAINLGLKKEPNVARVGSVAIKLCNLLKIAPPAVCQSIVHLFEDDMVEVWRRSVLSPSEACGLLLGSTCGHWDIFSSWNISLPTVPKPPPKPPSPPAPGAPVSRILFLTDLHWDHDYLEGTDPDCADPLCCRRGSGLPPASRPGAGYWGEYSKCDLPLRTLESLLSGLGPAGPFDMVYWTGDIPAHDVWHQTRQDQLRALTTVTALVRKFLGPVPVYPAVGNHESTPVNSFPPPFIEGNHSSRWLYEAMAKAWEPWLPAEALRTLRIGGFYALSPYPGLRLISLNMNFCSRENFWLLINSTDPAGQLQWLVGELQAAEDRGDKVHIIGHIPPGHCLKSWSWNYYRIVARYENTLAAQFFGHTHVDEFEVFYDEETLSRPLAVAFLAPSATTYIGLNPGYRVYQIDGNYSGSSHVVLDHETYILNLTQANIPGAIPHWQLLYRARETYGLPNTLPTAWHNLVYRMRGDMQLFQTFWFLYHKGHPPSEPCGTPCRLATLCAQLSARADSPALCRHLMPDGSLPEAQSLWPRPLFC
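Human placenta-derived ASM preincubated with compound 10 min at room temperature, then reacted with 9 uM (final) fluorogenic HMU-PC substrate for 60 min at 37 C. Stop solution raises pH to 10; fluorescence read at Ex 386/Em 447 nm.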
GALK inh – inhibitors of human galactokinase. P51570. Purified GALK, Kinase-Glo residual ATP luminescence. Potency, µM (series often up to 57.5 µM), without a hit: at the highest dose activity change, negative = inhibition, most hits filed as inhibitors. 270,000 tested, 0.007% active. AID 1868; further: potency means the concentration at half of the fitted maximal effect; on the % scale 0 is the no-effect control and ±100 the full control effect
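5 nM enzyme, 35 uM ATP, 100 uM galactose, 20 mM HEPES pH8.0, 5 mM MgCl2; 1 h RT; residual ATP by Kinase-Glo Plus luminescence, qHTS format.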
FBPA coupling cs – inhibits coupling enzyme system, counter-screen for aldolase hits; AID 2472; coupling enzyme system counterscreen, AmpLite Red fluorescence; activity change, negative = inhibition, % at 58.2 µM, hits read low; 290,000 tested, 0.67% active; in the data active means activity change below about -30%; further: on the % scale 0 is the no-effect control and ±100 the full control effect
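Fluorescence at 525 nm excitation and 598 nm emission measured inhibition of the coupled detection system without aldolase. Compounds (at 57.5 uM final) were preincubated 10 min at room temperature with coupling enzyme reagent before a 20 min substrate/AmpLite Red step.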
PKM2 act – increases activity of human pyruvate kinase M2. Potency, µM (highest dose often 57.5 µM), for inactives: at the top dose activation, actives largely listed as activators. AID 1631. P14618. purified PKM2, Kinase-Glo ATP luminescence, activation; response scale: 0% is enzyme alone, no compound. 260,000 tested, 0.34% active; further: potency means the concentration at half of the fitted maximal effect; on the % scale 0 is the no-effect control and ±100 the full control effect; nearly all actives have a fitted effect of over 55% in size
Target sequence (P14618 whole entry, looked up): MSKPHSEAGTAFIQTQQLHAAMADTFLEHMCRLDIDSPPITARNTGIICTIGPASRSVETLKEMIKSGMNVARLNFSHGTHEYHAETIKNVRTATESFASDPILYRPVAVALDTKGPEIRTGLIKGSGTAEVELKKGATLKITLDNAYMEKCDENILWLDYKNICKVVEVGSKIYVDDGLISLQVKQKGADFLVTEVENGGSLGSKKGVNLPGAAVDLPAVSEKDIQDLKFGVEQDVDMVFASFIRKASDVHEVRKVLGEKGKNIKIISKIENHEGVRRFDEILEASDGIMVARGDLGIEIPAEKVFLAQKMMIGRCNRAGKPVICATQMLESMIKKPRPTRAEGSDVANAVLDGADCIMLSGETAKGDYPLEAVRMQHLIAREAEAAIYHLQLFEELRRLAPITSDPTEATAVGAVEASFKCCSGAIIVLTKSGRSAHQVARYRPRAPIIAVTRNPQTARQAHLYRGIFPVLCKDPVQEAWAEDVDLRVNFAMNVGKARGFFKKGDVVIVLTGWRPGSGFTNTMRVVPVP
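Purified hPK-M2 (>95%) run at intermediate activity with 0.1 mM ADP and 0.5 mM PEP in 50 mM imidazole pH 7.2, KCl, MgCl2; 1 h room temperature. ATP formed read by Kinase-Glo luminescence; normalized to uninhibited and no-enzyme controls.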
Integrin act MD – activators of alpha7 integrin expression for muscular dystrophy. alpha7betagal myoblasts, beta-gal FDG fluorescence, 48 h. Potency, µM (top dose mostly 38.3 µM), for the others: at the top dose activation, hits mostly activators. 350,000 tested, 0.064% active;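 further: potency means the concentration at half of the fitted maximal effect; 100% = response of the positive control SU9516; nearly all actives have a fitted effect of over 60% in size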
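Alpha7betagal+/- myoblasts (passage 13) were plated 16-24 hr, then exposed to compounds (1:260 dilution of DMSO stock) for 48 hours at 37C. After MPER lysis, β-galactosidase reporter activity was read as FDG fluorescence (ex 480/em 540) after 30 minutes.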
B2AR arrestin – agonists driving beta-arrestin recruitment to human beta2-adrenergic receptor; P07550; beta-arrestin recruitment to beta2AR, cell-based reporter; Potency, µM (top dose mostly 46.1 µM), without a hit: top-dose activation, most hits filed as activators; 330,000 tested, 0.02% active; AID 492947;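 further: potency means the concentration at half of the fitted maximal effect; 0% = DMSO controls and full agonism = EC100 isoproterenol or metaproterenol; nearly all actives have a fitted effect of over 65% in size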
Menin MLL FP TR – inhibitors of human menin-MLL interaction, mutant MLL peptide; O00255; Menin + Texas Red MLL mutant peptide, fluorescence polarization; Potency, µM (doses to about 61.6 µM), for the others: top-dose FP activity change, negative = inhibition, most hits filed as inhibitors; 270,000 tested, 0.23% active; AID 1768; active means well fitted inhibition curve with a large enough effect in the polarisation, with a control signal flat, not every such curve was filed as active; inconclusive means small, poorly fitted or top-dose-only effect, or effect the other way, or a change in a side signal; inactive means no such curve, though single readings can be large or run the other way; the % refers to the polarisation; further: potency means the concentration at half of the fitted maximal effect; % of control where 0% means no effect; many of its hits are not listed in these tables
TSG101-PTAP inh – blocks PTAP/TSG101 interaction to inhibit HIV-1 budding; AID 493005; Fluorescence polarization, FITC-PTAP peptide / Tsg101 binding; Q99816; 340,000 tested, under 10 active; Potency, µM (doses to about 115 µM), for inactives: at the top dose activity change, negative = inhibition, usual class: inhibitors; active means well fitted inhibition curve with a large enough effect in the main read-out, with a control signal flat, not every such curve was filed as active; inconclusive means small, poorly fitted or top-dose-only effect, or effect the other way, or a change in a side signal; inactive means no such curve, though single readings can be large or run the other way; further: potency means the concentration at half of the fitted maximal effect; % of control where 0% means no effect
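FP read-out: FITC-PTAP peptide, 50 nM final, binding Tsg101 binding domain, 10 uM final; 20 min, r.t.; 10 mM HEPES pH 7.5, 0.15 M NaCl, 0.01% Tween 20, 3 mM EDTA, 0.1 mM TCEP.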
* = called active by the depositor; i = inactive; ? = inconclusive; · = no result given; [ ] = dose if it differs, or a comment. Unless noted, the call rests on the fitted dose curve; in most records, active means well fitted curve in the direction sought with a large enough effect; inconclusive means small, poorly fitted or top-dose-only effect, or another doubt; inactive means no such curve, though single readings can be large; an effect the other way counts as inactive or inconclusive.

SMILES	Chronic BCR inh	Tb PFK block	Giardia kill	ASM inhibitor	GALK inh	FBPA coupling cs	PKM2 act	Integrin act MD	B2AR arrestin	Menin MLL FP TR	TSG101-PTAP inh
COc1ccc(CCNC(=O)c2csc3c2CCCC3)cc1	2%	0%	6	2%	1%	2	-1%	-8%	0.3%	?	1%
COc1ccc(-n2ccnc2SCC(=O)NCc2ccc(F)cc2)c(OC)c1	5%	-3%	9	-3%	1%	-1	5%	-54%[inhibitor]	-0.3%	-19%	-4%
Cc1ccccc1NC(=O)CN1C(=O)NC(C)(c2ccc3c(c2)OCO3)C1=O (stereo not drawn)	1%	5%	-3	-1%	-3%	-4	-4%	1%	0.5%	-4%	2%
Cc1cc(C(=O)NCCc2ccccc2)ccc1[N+](=O)[O-]	?	-7%	-2	0%	-2%	0	9%	-10%	-0.1%	-2%	-8%
Cc1ccc(C)c(NS(=O)(=O)c2cc(C(=O)NCc3ccccn3)ccc2Cl)c1	-10%	-5%	8	1%	5%	2	-2%	11%	0.3%	-9%	-9%
CCCCOC(=O)c1ccc(NC(=O)Nc2ccc(OC)c(OC)c2)cc1	?	6%	-14	-20%	5%	-1	11%	-2%	0.0%	?	-1%
COCCCNC(=S)NNC(=S)Nc1ccc(OC)cc1	-3%	-3%	-7	-5%	-2%	-3	-12%	22%	-0.5%	·	-5%
Cc1scc(C(=O)NNC(=S)NCC2CCCO2)c1C (stereo not drawn)	5%	2%	26	5%	-1%	0	-1%	0%	0.3%	20%	-4%
O=C(Nn1cnc2ccccc2c1=O)c1c(F)cccc1F	1%	3%	12	-1%	2%	0	·	0%	-0.3%	9%	-2%
CC1(C)C2([N+](=O)[O-])CN3CC1([N+](=O)[O-])CN(C2)C3c1ccccc1 (stereo not drawn)	2%	0%	5	3%	·	2	-9%	11%	-0.6%	?	-4%
COc1cc(C(=O)Nc2ccc(C(F)(F)F)cc2)ccc1OCC(=O)N1CCOCC1	?	-5%	-3	-2%	·	·	·	-13%	-0.1%	·	-7%
CC1CN(CCC(=O)Nc2ccc3c(c2)CCC3)CC(C)O1 (stereo not drawn)	-1%	-1%	9	2%	0%	-1	3%	8%	-1.6%	-1%	0%
Cc1ccc(-c2ccc(SCC(=O)c3ccccc3)nn2)cc1	?	-5%	?	-2%	0%	-5	-12%	5%	-0.1%	1%	1%
C/C(=N/NC(=O)C1COc2ccccc2O1)c1ccco1 (stereo not drawn)	-1%	-1%	24	3%	0%	3	10%	-7%	3.1%	-5%	-1%
CCn1c(=O)c2cc(C(=O)N3CCCC3)sc2c2ccccc21	-16%	2%	·	·	0%	4	-2%	·	-0.3%	0%	·
CC1(C)CC(=O)C(C=NCCCn2ccnc2)=C(O)C1	-1%	3%	-10	0%	4%	1	-2%	0%	0.3%	3%	-8%
COc1ccccc1NC(=O)CCc1nc2ccccc2s1	-16%	6%	10	-3%	-2%	-1	-41%	6%	0.1%	-3%	1%
Cc1c(C)c(C)c(CN2CCSCC2)c(C)c1C	3%	3%	16	-1%	·	5	-7%	8%	-0.9%	·	-1%
O=C(Nc1ccc(C(=O)NCc2ccccc2)cc1)C1=CSCCO1	?	-1%	13	2%	2%	·	·	-13%	0.3%	·	-7%
CC1CCc2c(sc(/N=C/N(C)C)c2C#N)C1 (stereo not drawn)	?	-2%	-23	-1%	15%	3	1%	-27%	0.2%	1%	-5%
O=C(COC(=O)c1cncc(Br)c1)NC1CC1	17%	-4%	4	8%	0%	0	-3%	5%	-1.2%	-9%	1%
NC(=S)n1[nH]c(-c2ccc([N+](=O)[O-])cc2)c(N=Nc2ccc(O)cc2)c1=O	-6%	-5%	-1	-3%	1%	3	-2%	6%	-3.2%	?	-4%
O=C(N/N=C/c1sc(N2CCOCC2)nc1-c1ccccc1)c1cccc(S(=O)(=O)N2CCOCC2)c1	?	-1%	-12	102%[activator]	5%	1	1%	-55%[inhibitor]	-0.1%	·	?
Cc1ccc(N=C2c3ccccc3C(=O)C2[N+](=O)[O-])cc1C (stereo not drawn)	-17%	-1%	-7	-2%	1%	-3	-10%	-10%	-0.1%	1%	-2%
Cc1ccc(C)c2[nH]c(=O)c(CN(CC3CCCO3)C(=O)NC3CCCCC3)cc12 (stereo not drawn)	?	-7%	0	-3%	0%	1	2%	0%	0.1%	-1%	-4%

Next compounds follow.
SMILES	Chronic BCR inh	Tb PFK block	Giardia kill	ASM inhibitor	GALK inh	FBPA coupling cs	PKM2 act	Integrin act MD	B2AR arrestin	Menin MLL FP TR	TSG101-PTAP inh
CCCCNc1c(-c2ccc(SC(C)CC)c(OC)c2)nc2ccc(C)cn12 (stereo not drawn)	?	-9%	12	i	·	·	·	-50%	-0.1%	·	-2%
COC(=O)C(CC(=O)c1ccccc1)CC(=O)c1ccccc1	-3%	1%	20	-2%	3%	4	·	4%	2.5%	9%	0%
O=C(CCl)NC(=O)NC12CC3CC(CC(C3)C1)C2	?	3%	10	2%	-6%	3	-4%	-48%[inhibitor]	-1.1%	-2%	1%
COc1ccccc1NC(=O)CN1CCN(CC(=O)Nc2ccccc2Cl)CC1	?	-4%	-28	3%	3%	0	·	27%	0.1%	3%	1%
Cc1ccc(Nc2nc(CSc3nnnn3-c3ccccc3)cc(=O)[nH]2)cc1	-3%	0%	-15	-10%	0%	-6	-8%	-8%	0.1%	?	-2%
CCOC(=O)C1C(=O)NC(c2ccccc2)=NC1c1ccc(F)cc1 (stereo not drawn)	7%	2%	8	-2%	-3%	3	0%	14%	-0.3%	20%	-6%
CCN(CC)c1nc2ccccc2n2cnnc12	?	0%	11	2%	2%	0	3%	0%	-0.2%	-1%	-5%
Cc1cc(C)nc(SC2CCCCC2NS(=O)(=O)c2ccc(Cl)cc2)n1 (stereo not drawn)	8%	-8%	5	-2%	0%	-7	7%	3%	-0.5%	-12%	0%
O=C1C(=O)N(CC2CCCO2)C(c2ccccc2[N+](=O)[O-])/C1=C(/O)c1ccccc1 (stereo not drawn)	0%	-10%	-12	-1%	3%	0	0%	-36%	0.1%	0%	-6%
O=C(NC1CCCCCCC1)NC1CCCCC1	?	0%	-1	0%	-4%	-2	0%	1%	0.1%	8%	-7%
Cc1cc(C)cc(OCc2ccc(C(=O)O)o2)c1	?	-4%	3	5%	0%	11	-5%	6%	-0.2%	26%	-6%
O=C(CSc1nnnn1-c1ccccc1)Nc1ncc(Cc2cccc(Cl)c2Cl)s1	0%	0%	9	0%	1%	3	13%	16%	-1.2%	?	0%
Cc1nccn1-c1c2c(c(C#N)c3nc4ccccc4n13)CCC2	5%	-7%	-22	27%	-2%	-20	-6%	4%	-0.2%	-9%	-3%
CN(C)c1ccc(NC(=S)c2ccc3ccccc3n2)cc1	?	?	-4	0%	8%	-3	-1%[0.46 µM]	-2%	?	?	0%
COc1ccc(N(CN2C(=O)c3ccccc3C2=O)C(=O)C(C)C)cc1	1%	-6%	-15	-1%	0%	6	-2%	15%	-0.6%	-24%	-2%
O=C(CN(Cc1ccccc1)C(=O)CCC(=O)Nc1ccccn1)NCc1ccc(F)cc1	-3%	2%	0	3%	7%	3	-1%	-38%	-0.1%	-9%	-9%
COc1ccc(C2/C(=C(/O)c3ccccc3)C(=O)C(=O)N2c2ccccn2)cc1OC (stereo not drawn)	3%	-2%	-2	-6%	5%	5	0%	15%	-0.2%	8%	-5%
C=CCNC(=O)C1=NN(c2c(F)c(F)cc(F)c2F)C(=O)CC1	1%	-7%	1	5%	4%	-2	·	-2%	-0.1%	-20%	-6%
O=C(COC(=O)CNC(=O)C1CCCCC1)Nc1ccc(F)c([N+](=O)[O-])c1	-3%	-4%	7	3%	·	·	·	8%	-1.3%	·	-6%
C/C(=N\NC(=O)C(=O)Nc1c(C)n(C)n(-c2ccccc2)c1=O)c1ccncc1	8%	-2%	-10	6%	2%	4	-2%	27%	-0.6%	·	-5%
C#Cc1ccc(C(=O)Nc2cc(C(N)=O)ccc2N2CCOCC2)cc1	-1%	5%	1	-3%	4%	-8	25%	-35%[7.66 µM]	0.3%	11%	-10%
CCc1nc2ccccc2c(C(=O)OCC(=O)NCc2ccc3c(c2)OCO3)c1C	-14%	-3%	-5	0%	3%	2	-3%	-3%	0.5%	-1%	0%
CCN(CC(=O)Nc1c(F)cccc1F)C(=O)CCC(=O)c1ccc(F)cc1	8%	8%	-10	-1%	·	·	·	-15%	-2.7%	·	-1%

Compound activity as filed in PubChem BioAssay.

This is a subset, so the mix of outcomes need not match the whole.
